D1 PAM: Potentiators of Human D1 Dopamine Receptor: qHTS | D(1A) dopamine receptor (Homo sapiens), P21728 | HEK293 TREx D1 cells, calcium flux, dopamine EC20 potentiation | potentiation, % at 10 µM | 360,000 tested, 0.036% active; in the data active = potentiation above about 30%; note: 0% is about no effect
D1 antagonist: Antagonist of Human D 1 Dopamine Receptor: qHTS; D(1A) dopamine receptor (Homo sapiens), P21728; activity change, negative = inhibition, % at 10 µM; 360,000 tested, 3.2% active; HEK293 TREx D1 cells, calcium flux, dopamine EC80; stronger effect = lower value; AID 504652, 2011; in the data active = activity change below about -30%; note: % is set by controls: 0 for no effect and ±100 for the full control effect
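Compound effects on dopamine-evoked calcium signalling were measured in tetracycline-induced HEK293 Trex D1 cells. Dopamine at EC80 followed a 180 s compound pre-read, and fluorescence was tracked kinetically for 180 s more.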
D2 PAM: HTS Assay for Positive Allosteric Modulators of the Human D2 Dopamine Receptor: Primary Screen for Potentiators; AID 485347, 2010; HEK293 T-REx D2, calcium flux, EC20 dopamine potentiation; 340,000 tested, 0.34% active; D(2) dopamine receptor (Homo sapiens), P14416; potentiation, % at 10 µM;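 active = potentiation over 3 SD above the plate norm, cut at about 30% in these data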; note: 0% is about no effect
Target sequence (P14416 whole entry, looked up): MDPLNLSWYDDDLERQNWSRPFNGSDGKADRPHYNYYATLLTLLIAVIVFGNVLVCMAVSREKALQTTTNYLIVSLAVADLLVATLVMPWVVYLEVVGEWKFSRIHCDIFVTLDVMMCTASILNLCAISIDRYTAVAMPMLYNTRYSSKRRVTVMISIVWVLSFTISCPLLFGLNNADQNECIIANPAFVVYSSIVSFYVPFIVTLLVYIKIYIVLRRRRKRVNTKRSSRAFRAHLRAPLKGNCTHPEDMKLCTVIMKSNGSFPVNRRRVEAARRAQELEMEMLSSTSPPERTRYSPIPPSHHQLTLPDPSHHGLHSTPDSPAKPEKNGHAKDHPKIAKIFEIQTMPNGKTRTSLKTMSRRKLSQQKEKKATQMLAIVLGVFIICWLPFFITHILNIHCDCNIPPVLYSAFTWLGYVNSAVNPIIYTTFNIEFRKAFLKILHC
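Calcium flux readout, no-wash dye, 1 read/s. Inducible HEK293 Trex D2 line, overnight 30 C. Compound alone 180 s (agonist flags), then EC20 dopamine, another 180 s to score potentiation.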
Glioma ERSR ind: qHTS for Inducers of the Endoplasmic Reticulum Stress Response (ERSR) in Human Glioma: qHTS. Potency, µM, without a hit: at the top dose activation, hits mostly activators. 420,000 tested, 0.02% active. AID 602332, 2012. U87-MG GRP78 promoter luciferase reporter, 16 h; note: potency is the fitted concentration of half-maximal effect; series mostly up to about 76 µM; % of control where 0% means no effect; nearly all actives have a fitted effect of over 35% in size
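ERSR induction read as luciferase luminescence (Bright-Glo, 10 min at room temperature) in stably transfected human U87-MG glioma cells exposed to compounds for 16 h, using GRP78 as sensor.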
Vif-A3G inh: qHTS for Inhibitors of Vif-A3G Interactions: qHTS; DNA dC->dU-editing enzyme APOBEC-3G (Homo sapiens), Q9HC16; HeLa A3G-eYFP + Vif (tagged APOBEC3G with the HIV-1 protein that degrades it), YFP fluorescence, overnight; Potency, µM (doses to about 46.1 µM), for inactives: at the top dose activity, negative = active, actives largely listed as inhibitors; 410,000 tested, 0.076% active; AID 602310, 2012;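 note: potency is the fitted concentration of half-maximal effect; % is set by controls: 0 for no effect and ±100 for the full control effect; nearly all actives have a fitted effect of over 60% in size; hits raise eYFP signal because A3G escapes Vif-driven loss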
Target sequence (Q9HC16 whole entry, looked up): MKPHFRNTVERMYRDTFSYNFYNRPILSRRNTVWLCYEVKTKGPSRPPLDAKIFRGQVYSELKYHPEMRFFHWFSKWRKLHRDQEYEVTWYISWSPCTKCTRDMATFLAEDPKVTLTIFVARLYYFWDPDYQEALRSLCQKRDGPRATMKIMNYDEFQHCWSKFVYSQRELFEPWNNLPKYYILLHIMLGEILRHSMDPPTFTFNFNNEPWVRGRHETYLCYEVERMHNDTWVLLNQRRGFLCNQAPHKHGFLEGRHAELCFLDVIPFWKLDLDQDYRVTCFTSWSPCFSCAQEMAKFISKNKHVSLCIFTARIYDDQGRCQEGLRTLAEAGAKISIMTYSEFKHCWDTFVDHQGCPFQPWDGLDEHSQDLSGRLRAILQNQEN
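Read-out is eYFP fluorescence (Ex 488/Em 500-530) from Vif-expressing HeLa A3G-eYFP cells; more signal means A3G escaped Vif-mediated degradation. Cells plated overnight, compound pinned in, incubated overnight at 37 deg C.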
RXFP1 ag: qHTS Assay for Agonists of the Relaxin Receptor RXFP1; 370,000 tested, 0.3% active; Relaxin receptor 1 (Homo sapiens), Q9HBX9; AID 2676, 2010; HEK293T-RXFP1 cAMP TR-FRET, 30 min; response scale: percent of porcine relaxin response, buffer zero; Potency, µM (top dose mostly 57.5 µM), for the others: at the highest dose activation, actives largely listed as activators; note: potency is the fitted concentration of half-maximal effect; % is set by controls: 0 for no effect and ±100 for the full control effect; nearly all actives have a fitted effect of over 60% in size; many of its hits are not listed in these tables
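Agonist response is measured as cAMP accumulation in an RXFP1-transfected HEK293T line under PDE4 inhibition. Values are scaled between buffer-only and 29 nM porcine relaxin, and EC50s come from standard Hill equation fits.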
D1 ag: Allosteric Agonists of the Human D1 Dopamine Receptor: qHTS; D(1A) dopamine receptor (Homo sapiens), P21728; HEK293 T-REx D1 cells, calcium flux, agonist mode; activation, % at 2 µM; 360,000 tested, 1% active; in the data active = activation above about 30%; note: 0% is about no effect
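Agonism was scored from calcium flux recorded over 180 s (1 read/s) after pintool compound addition, following a 10-cycle baseline. Cells were inducible force-coupled HEK293 TREx D1, plated overnight at 30 C and loaded with no-wash calcium dye.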
Vif-A3F inh: qHTS for Inhibitors of Vif-A3F Interactions: qHTS. HeLa A3F-eYFP + Vif (tagged APOBEC3F with the HIV-1 protein that degrades it), YFP fluorescence increase. Potency, µM (titrated, usually from 46.1 µM), for the others: at the highest dose activity, negative = active. 390,000 tested, 0.2% active. AID 602313, 2012; note: potency is the fitted concentration of half-maximal effect; % of control where 0% means no effect; nearly all actives have a fitted effect of over 65% in size
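HeLa cells stably expressing A3F-eYFP plus Vif, plated and incubated overnight at 37 deg C, then exposed to compounds overnight at 37 deg C. Blocked degradation read as raised yellow fluorescence (Ex 488/Em 500-530).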
LDHA inh: qHTS assay for inhibitors of human lactate dehydrogenase. L-lactate dehydrogenase A chain (Homo sapiens), P00338. AID 1347041, 2019. purified LDHA, NADH/diaphorase-resazurin fluorescence; stronger effect = lower value. activity change, % (values are at about 110 or 230 µM). 480,000 tested, 0.15% active; in the data active = activity change below about -30%; inconclusive = mostly about -25% to -30%;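 note: plate controls were DMSO wells for no effect and wells without enzyme for full effect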
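Human LDH5 (2 nM) was incubated with 0.06 mM NADH and 0.2 mM pyruvate for 5 min at room temperature in Tris pH 7.4. Remaining NADH was coupled through diaphorase/resazurin, and resorufin fluorescence was read at 0 and 20 min.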
Active calls of the source: *; ? = inconclusive; nt = not tested or not shown; & = joins results of further samples. Unless noted, calls come from the whole dose curve; as a rule, active = well fitted curve in the direction sought with a large enough effect; inconclusive = small, poorly fitted or top-dose-only effect, or another doubt; inactive = no such curve, though single readings can be large; an effect the other way counts as inactive or inconclusive. A portion of the library; rates above refer to the full screens.

SMILES	D1 PAM	D1 antagonist	D2 PAM	Glioma ERSR ind	Vif-A3G inh	RXFP1 ag	D1 ag	Vif-A3F inh	LDHA inh
O=C(NCC(=O)N(Cc1cccs1)C(C(=O)NC1CCCCC1)c1ccco1)c1cccs1 (configuration not stated)	-6	-11	9	-6%	0%	0.5%	3	-9%	-2
CCOC(=O)C1=C(N)Oc2ccc3ccccc3c2C1c1ccc(O)cc1 (configuration not stated)	-7	10	1	-4%	-1%	0.7%	2	-19%	-1
N#C/C(=C\c1ccccn1)c1nc2ccccc2s1	7	-3	nt	2%	?	0.4%	148*	?	1
CC(=O)Nc1ccc(S(=O)(=O)NNC(=O)c2cccc(Br)c2)cc1	-1	-3	2	-6%	-1%	0.2%	0	-6%	1
Cc1cc(OCCCCOc2ccc(S(N)(=O)=O)c(C)c2)ccc1S(N)(=O)=O	-11	-17	8	-6%	-2%	1.1%	23	-9%	-6
Cn1cc(C(=O)Nc2ccccn2)c(=O)c2ccccc21	10	5	1	1%	-2%	1.7%	0	0%	-4
O=C(O)c1cccc(S(=O)(=O)Nc2ccc(OCc3ccccc3)cc2)c1	9	2	20	-7%	1%	-1.5%	1	0%	-6
Cc1c(NC(=O)c2ccccc2N(C)S(=O)(=O)c2ccccc2)c(=O)n(-c2ccccc2)n1C	-1	nt	6	2%	1%	4.2%	1	-5%	-3
CCOP(=O)(OCC)C1NC(=O)N(c2ccccc2)C1=O (configuration not stated)	-4	4	-4	-1%	0%	0.7%	2	-6%	-10
S=c1[nH]nc(-c2cccnc2)n1C1CCCCC1	5	-1	-6	-2%	0%	0.3%	1	-6%	0
CN(Cc1cn(C)nc1-c1cccc(Cl)c1)CC1CCCCO1 (configuration not stated)	-1	-15	-8	-6%	1%	0.4%	1	-34%	-4
COc1cccc(/C=c2/s/c(=C(\C#N)C(=O)N3CCOCC3)n(-c3ccccc3)c2=O)c1	-4	-15	3	-3%	0%	2.6%	4	1%	-1
O=c1[nH]c2ccc(S(=O)(=O)N3CCCCC3)cc2o1	6	11	1	-3%	0%	-0.1%	1	-3%	-1
O=C(C1CCN(S(=O)(=O)c2cc(Cl)ccc2Cl)CC1)N1CCOCC1	-7	6	-5	0%	-1%	-0.6%	9	2%	-10
Cc1nc2sccn2c(=O)c1S(=O)(=O)NCC1CCN(Cc2ccc(Cl)cc2)CC1	nt	nt	nt	-5%	1%	nt	nt	2%	-6
CC(=O)c1ccc(NC(=S)N2CCN(S(=O)(=O)c3ccc(F)cc3)CC2)cc1	0	-26	6	-3%	0%	0.5%	10	3%	-10
COc1cc(NC(=O)c2ccccc2)c(OC)cc1NC(=O)CN1C(=O)NC2(CCCCC2C)C1=O (configuration not stated)	-3	10	-8	5%	-17%	-0.4%	0	1%	4
Cc1cccc2sc(NNC(=O)c3cc(-c4cccs4)nc4ccccc34)nc12	1	-18	6	-6%	-18%	-0.5%	-1	-6%	0
CCOC(=O)c1c(S(=O)(=O)NCC(=O)N(C)Cc2ccccc2)c(C)n(C)c1C	-1	0	9	0%	-3%	3.4%	-1	-4%	-3
COc1ccc(N2CCN(CCNC(=O)Nc3ccc(Cl)cc3)CC2)cc1	-2	-3	4	-2%	3%	-0.8%	38*	-7%	1

Brought forward from above: four entries, then new ones.
SMILES	D1 PAM	D1 antagonist	D2 PAM	Glioma ERSR ind	Vif-A3G inh	RXFP1 ag	D1 ag	Vif-A3F inh	LDHA inh
COc1cc(NC(=O)c2ccccc2)c(OC)cc1NC(=O)CN1C(=O)NC2(CCCCC2C)C1=O (configuration not stated)	-3	10	-8	5%	-17%	-0.4%	0	1%	4
Cc1cccc2sc(NNC(=O)c3cc(-c4cccs4)nc4ccccc34)nc12	1	-18	6	-6%	-18%	-0.5%	-1	-6%	0
CCOC(=O)c1c(S(=O)(=O)NCC(=O)N(C)Cc2ccccc2)c(C)n(C)c1C	-1	0	9	0%	-3%	3.4%	-1	-4%	-3
COc1ccc(N2CCN(CCNC(=O)Nc3ccc(Cl)cc3)CC2)cc1	-2	-3	4	-2%	3%	-0.8%	38*	-7%	1
COc1ccc(NC(=O)c2cccc(N3C(=O)C4C5C=CC(C5)C4C3=O)c2)cc1Cl (configuration not stated)	3	-10	4	-3%	2%	0.3%	4	-6%	-3
CCCNC(=O)OC[C@H]1O[C@H](CCO/N=C/[C@@H](NS(=O)(=O)c2ccc(C)cc2)[C@H](C)/C=C/CC(=O)OC)C=C[C@@H]1Oc1ccc(OC)cc1	2	24	5	nt	nt	0.4%	15	nt	nt
Cc1cc(=O)oc2cc(OC(C)C(=O)Nc3ccc(N4CCOCC4)cc3)ccc12 (configuration not stated)	-1	-14	15	2%	0%	-0.7%	2	-20%	8
CNC(=O)c1cc(C(=O)c2ccc(Cl)cc2)c(Br)[nH]1	2	-7	-8	-8%	-1%	-0.3%	2	0%	1
O=C1CCC([N+](=O)[O-])C(c2ccccc2Cl)N1 (configuration not stated)	-1	-2	6	-2%	4%	-1.8%	5	-3%	0
COc1ccccc1OCC(=O)Nc1ccc(S(=O)(=O)Nc2nccs2)cc1	-1	3	10	-4%	-3%	-0.1%	2	5%	-5
Cc1ccc(-c2nnc(CSc3nnc(COc4ccccc4)n3-c3ccc(C)cc3)o2)cc1	0	-3	2	1%	3%	-2.1%	17	0%	2
COc1ccc(OC)c(-c2cc(C(=O)Nc3cccc(Cl)c3C)no2)c1	1	-40*	-8	-6%	-4%	0.5%	9	-4%	-16
O=C(C1CCC(Cn2c(=S)[nH]c3ccccc3c2=O)CC1)N1CCN(c2ccccc2)CC1 (configuration not stated)	nt	nt	nt	-2%	4%	nt	nt	0%	-9
Cn1cnnc1SCC(=O)Nc1ccc2nc(SCc3ccccc3Cl)sc2c1	1	6	2	6%	1%	-4.8%	4	3%	2
Cc1c(N=C/C=C/c2ccccc2)c(=O)n(-c2ccccc2)n1C	-7	-9	15	-1%	1%	0.5%	1	0%	-10
c1ccc(-c2nnc(SCc3nc4ccccc4[nH]3)o2)cc1	-4	-22	-6	-7%	0%	3.0%	8	-5%	-3
CC(=O)c1nn(-c2ccccc2)cc1C(=O)c1ccc(C)cc1	nt	nt	nt	-2%	-2%	nt	nt	-17%	0
CCc1noc(C)c1C(=O)Nc1nc2ccc(S(C)(=O)=O)cc2s1	-2	-12	5	-1%	-2%	3.3%	5	3%	-9
COc1ccc(CC(=O)Nc2ccc(S(=O)(=O)N(C)C)cc2)cc1OC	-12	-16	9	0%	0%	-3.1%	5	-3%	-1
Cc1cc(C)nc(-n2nc(C)c(C3(O)C(=O)Nc4ccc(F)cc43)c2N)n1 (configuration not stated)	-2	3	-9	-1%	-3%	0.9%	-1	5%	9
COc1ccccc1/C=C/C(=O)NC(=S)N(C)C1CCCCC1	nt	nt	nt	1%	1%	-2.0%	nt	-9%	-1
CCc1cccc(NC(=O)c2cnc(N3CCOCC3)c3ccccc23)c1	-4	-4	9	0%	0%	0.5%	0	0%	-1
c1ccc2c(c1)CCCN2Cc1nnnn1CC1CCCO1 (configuration not stated)	-1	-15	32*	-4%	-7%	0.5%	1	4%	4
COc1ccc(NC(=O)c2ccccc2NC(=O)CN2CCCCCC2)cc1	-3	10	6	-3%	2%	0.1%	2	1%	-4
CCn1c(SCC(=O)Nc2cccc(NC(C)=O)c2)nnc1-c1ccco1	-7	2	-1	-2%	-1%	-0.6%	3	4%	-10
Cn1cccc1/C=N/N1CCN(Cc2ccccc2Cl)CC1	-4	-17	4	6%	-15%	-2.1%	8	?	2
Cc1cc2oc(=O)cc(CN3CCCCC3C)c2cc1Cl (configuration not stated)	3	-1	-4	-4%	-1%	-2.0%	-1	3%	1&5
COc1cc(Cl)c(NS(=O)(=O)c2ccc(-c3ccc(=O)[nH]n3)o2)c(OC)c1	12	1	-11	6%	-2%	-3.1%	0	-1%	0
CC(Oc1ccc2oc3ccccc3c2c1)C(=O)NC12CC3CC(CC(C3)C1)C2 (configuration not stated)	15	32	0	-3%	-9%	-0.8%	6	2%	-4
Nc1nc(C(F)(F)F)cc(=O)[nH]1	-3	12	-3	-3%	1%	-0.3%	5	12%	-3
CCCc1sc(N)nc1-c1ccc(Cl)cc1	-4	15	-1	-5%	-6%	1.6%	3	-20%	-4
COC(=O)c1ccc(CSc2ncnc3c2oc2ccccc23)o1	-5	-16	-7	-6%	0%	?	3	1%	1
CC(=O)c1ccc(OCc2cn(CC(=O)c3ccc(O)cc3)nn2)c(C)c1	nt	nt	nt	-3%	1%	nt	nt	-3%	4
CCN(CC(=O)Nc1c(F)cccc1F)C(=O)c1ccc(COc2ccccc2)cc1	1	5	-2	6%	-3%	0.3%	1	-18%	0
CC[N+](C)(CC)CCC/C(=N/O)C(O)(c1ccccc1)c1ccccc1	0	-14	2	3%	3%	1.3%	1	-2%	-13
O=S(=O)(CCN1CCSCC1)c1ccccc1	7	11	nt	-4%	0%	5.0%	2	0%	-1
Nc1nonc1-c1noc(CCCN2C(=O)c3ccccc3C2=O)n1	-3	6	10	2%	3%	-0.3%	0	-1%	-3
CC(=O)c1c(C)nn(CC(O)COc2ccc3ccccc3c2)c1C (configuration not stated)	-3	-25	-3	-4%	0%	-2.4%	19	6%	-3
Cc1cc(-c2nn(C)c(=O)c3ccccc23)ccc1CNC(=O)NC1CCCCC1	-2	-6	4	-2%	-6%	-0.2%	1	-1%	-6
